# Screening results: PubChem BioAssay, National Center for Advancing Translational Sciences (NCATS)
# RXFP1 agonist: agonists of human relaxin receptor RXFP1. Potency, µM (highest dose often 57.5 µM), without a hit: at the top dose activation, most hits filed as activators. Q9HBX9. AID 2676. 0.3% of 370,000 active. HEK293T-RXFP1 cAMP TR-FRET, 30 min; response scale: percent of porcine relaxin response, buffer zero; also: % is scaled to controls: 0 for no effect and ±100 for the full control effect; nearly all actives have a fitted effect of over 60% in size; many of its hits are not listed in these tables
#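 cAMP rise read by TR-FRET after 30 min, 37C compound exposure (up to 58 uM) in RXFP1-transfected HEK293 cells with Ro 20174 present. EC50 from Hill-equation fits, with 29 nM porcine relaxin as 100% and buffer as basal.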
# RGS4 inhibitor: human RGS4 inhibition; P49798; Transcreener GDP fluorescence polarization, RGS4-accelerated GTP hydrolysis; Potency, µM (series often up to 114 µM), for inactives: top-dose activity change, negative = inhibition, actives largely listed as inhibitors; 0.039% of 390,000 active; AID 504845; also: % is scaled to controls: 0 for no effect and ±100 for the full control effect; nearly all actives have a fitted effect of over 75% in size; some results filed as inactive show a strong effect at the top dose
#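 MLSMR compounds (23 nl, pin-transferred) preincubated 10 min at room temperature with a 500nM (2x) first reagent, then RGS4 at 900nM (2x) plus Transcreener GDP mix added; fluorescence polarization (620/688 nm) read before and after 90 min at 30 °C.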
# USP1 inh: blocks the human USP1/UAF1 deubiquitinase complex. O94782. recombinant USP1/UAF1, Ub-Rhodamine cleavage fluorescence. Potency, µM (doses to about 57.1 µM), for inactives: at the highest dose activity change, negative = inhibition, usual class: inhibitors. 0.23% of 390,000 active; also: % is scaled to controls: 0 for no effect and ±100 for the full control effect; nearly all actives have a fitted effect of over 60% in size; inactives centre near -12
#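 High-throughput fluorogenic screen: 1nM USP1/UAF1 complex, Ub-Rho substrate 150nM final, 50mM HEPES pH 7.8 with 0.5mM EDTA, 0.1 mg/ml BSA, 1mM TCEP and 0.01% Tween-20.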
# 12-LOX inh: inhibitors of human 12S-lipoxygenase ALOX12 | P18054 | purified 12hLO, xylenol orange hydroperoxide absorbance | Potency, µM (series often up to 108 µM), for inactives: at the highest dose activity change, negative = inhibition, hits mostly inhibitors | 1.1% of 580,000 active | AID 1671190; also: % is scaled to controls: 0 for no effect and ±100 for the full control effect
# Target sequence (P18054 whole entry, looked up): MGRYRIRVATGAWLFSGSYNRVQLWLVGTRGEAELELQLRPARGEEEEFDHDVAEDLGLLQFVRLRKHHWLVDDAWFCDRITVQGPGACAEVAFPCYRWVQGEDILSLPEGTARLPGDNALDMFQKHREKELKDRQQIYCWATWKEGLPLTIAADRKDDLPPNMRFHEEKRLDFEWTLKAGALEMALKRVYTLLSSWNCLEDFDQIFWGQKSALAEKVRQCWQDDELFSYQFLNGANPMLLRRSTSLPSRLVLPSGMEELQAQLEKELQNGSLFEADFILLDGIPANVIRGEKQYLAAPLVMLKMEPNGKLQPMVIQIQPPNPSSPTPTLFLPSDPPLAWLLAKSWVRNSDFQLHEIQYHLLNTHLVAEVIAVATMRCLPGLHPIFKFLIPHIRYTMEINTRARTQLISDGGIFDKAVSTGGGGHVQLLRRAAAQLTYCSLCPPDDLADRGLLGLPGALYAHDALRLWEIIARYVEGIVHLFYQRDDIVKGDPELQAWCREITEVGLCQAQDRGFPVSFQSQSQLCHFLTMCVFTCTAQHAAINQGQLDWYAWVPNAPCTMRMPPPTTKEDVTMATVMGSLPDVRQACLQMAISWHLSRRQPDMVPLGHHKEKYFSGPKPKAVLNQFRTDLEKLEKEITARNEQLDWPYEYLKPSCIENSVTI
#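 Hydroperoxide product was detected by ferrous iron/xylenol orange as the 573 to 405 nm absorbance ratio. Arachidonic acid at 40 uM (final) was turned over for 30 min at room temperature by 150 nM human 12hLO, pH 7.0 Hepes buffer, after 15 min compound preincubation.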
# IDH1 R132H inh: inhibitors of human mutant IDH1 R132H. IDH1-R132H enzyme, NADPH consumption, diaphorase/resazurin fluorescence. Potency, µM (highest dose often 76.6 µM), for inactives: top-dose activity change, negative = inhibition, most hits filed as inhibitors. 0.093% of 390,000 active. AID 602179; also: % is scaled to controls: 0 for no effect and ±100 for the full control effect; nearly all actives have a fitted effect of over 65% in size
# Target sequence (O75874 whole entry R132H, stated change not applied): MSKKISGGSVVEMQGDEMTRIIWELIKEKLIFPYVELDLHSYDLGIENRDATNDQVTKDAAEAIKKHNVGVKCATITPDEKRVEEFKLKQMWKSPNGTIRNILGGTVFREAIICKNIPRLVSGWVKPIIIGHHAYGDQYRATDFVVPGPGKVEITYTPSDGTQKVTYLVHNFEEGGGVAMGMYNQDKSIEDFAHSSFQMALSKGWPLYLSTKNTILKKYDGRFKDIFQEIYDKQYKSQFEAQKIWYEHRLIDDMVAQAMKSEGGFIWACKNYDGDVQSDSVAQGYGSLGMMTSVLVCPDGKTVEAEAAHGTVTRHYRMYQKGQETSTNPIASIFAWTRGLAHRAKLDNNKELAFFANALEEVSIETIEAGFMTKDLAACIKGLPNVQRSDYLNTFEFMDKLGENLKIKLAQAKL
#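 IDH1-R132H (0.5 ug/mL dispensed) in pH 7.5 Tris buffer was preincubated 30 min with compound, then given a substrate mix of 0.016 mM NADPH and 2 mM alpha-KG for 80 min at room temperature; remaining NADPH was read by diaphorase/resazurin fluorescence.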
# TrxR1 inh: blocks rat thioredoxin reductase 1; recombinant rTrxR1, NADPH fluorescence consumption, selenite substrate; 1% of 390,000 active; O89049; AID 588453; Potency, µM (titrated, usually from 114 µM), inactives show at the highest dose activity change, negative = inhibition, actives largely listed as inhibitors; also: % is scaled to controls: 0 for no effect and ±100 for the full control effect; nearly all actives have a fitted effect of over 65% in size
#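 Rat TrxR1 (90 nM in the dispensed reagent) was pre-reduced with 400 uM NADPH for 5 min at room temperature, then incubated with compound for 15 min. After 400 uM selenite was added, NADPH fluorescence (Ex 340/Em 450 nm) was followed for 8 min.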
# Vif-APOBEC3F blk: Vif-A3F binding inhibition. AID 602313. Potency, µM (titrated, usually from 46.1 µM), for inactives: top-dose activity, negative = active. 0.2% of 390,000 active. HeLa A3F-eYFP + Vif (tagged APOBEC3F with the HIV-1 protein that degrades it), YFP fluorescence increase; also: % of control where 0% means no effect; nearly all actives have a fitted effect of over 65% in size
#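 HeLa cells stably expressing A3F-eYFP plus Vif, plated and incubated overnight at 37 deg C, then exposed to compounds overnight at 37 deg C. Blocked degradation read as raised yellow fluorescence (Ex 488/Em 500-530).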
# TrxR1 substrate: rat thioredoxin reductase 1 substrate activity; O89049; purified TrxR1 substrate turnover, NADPH consumption readout; Potency, µM (series often up to 114 µM), inactives show at the highest dose activity change, negative = substrate turnover; 0.01% of 390,000 active; also: % is scaled to controls: 0 for no effect and ±100 for the full control effect; nearly all actives have a fitted effect of over 50% in size
#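 Rat TrxR1, dispensed at 90 nM, was prereduced with 400 uM NADPH (final) for 5 min at ~22 deg C, then incubated with compound 15 min before 400 uM selenite. A first-read NADPH fluorescence drop versus no-compound background flagged substrates.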
# Vif-APOBEC3G blk: inhibitors of Vif-APOBEC3G interaction. Q9HC16. 0.076% of 410,000 active. HeLa A3G-eYFP + Vif (tagged APOBEC3G with the HIV-1 protein that degrades it), YFP fluorescence, overnight. AID 602310. Potency, µM (top dose mostly 46.1 µM), inactives show at the highest dose activity, negative = active, most hits filed as inhibitors;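 also: % is scaled to controls: 0 for no effect and ±100 for the full control effect; nearly all actives have a fitted effect of over 60% in size; hits raise eYFP signal because A3G escapes Vif-driven loss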
#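 HeLa cells stably expressing Vif and C-terminally eYFP-tagged A3G, seeded overnight at 37 deg C, then exposed to compound by pintool overnight at 37 deg C. Rise in yellow fluorescence (Ex 488/Em 500-530, Acumen) marks blocked Vif-driven A3G degradation.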
# Active calls of the source: *; u = inconclusive; x = no result given; & = joins results of further samples; [ ] = remark or other dose. Calls follow the shape of the dose curve; as a rule, active = well fitted curve in the direction sought with a large enough effect; inconclusive = small, poorly fitted or top-dose-only effect, or another doubt; inactive = no such curve, though single readings can be large; an effect the other way counts as inactive or inconclusive. Potency is read from the fitted curve at half-maximal effect.
SMILES,RXFP1 agonist,RGS4 inhibitor,USP1 inh,12-LOX inh,IDH1 R132H inh,TrxR1 inh,Vif-APOBEC3F blk,TrxR1 substrate,Vif-APOBEC3G blk
Cc1ccc(S(=O)(=O)Cc2ccc(C(=O)N3CCN(c4cccc(Cl)c4)CC3)o2)cc1,5.6%,28%,-25%,-3%,-3%,13%,-5%,-5%,u
Cn1c(SCC(=O)NCc2cccs2)nnc1-c1cccs1,1.8%,26%,-8%,2%,2%,17%,x,10%,1%
O=S(=O)(NCCc1csc2nc(-c3ccc(Cl)cc3)nn12)c1ccc2c(c1)OCCO2,-0.8%,-22%,-9%,-19%,6%,21%[57.1 µM],2%,2%[57.1 µM],1%
CC(C)c1ccc(N2CC(C(=O)Nc3nccs3)CC2=O)cc1 (stereo not given),1.5%,11%,-2%,-5%,4%,16%,3%,4%,0%
CCOC(=O)C1(CC2CCCCO2)CCN(C(=O)Nc2ccc3c(c2)OCO3)CC1 (stereo not given),-1.4%,-1%,2%,12%,13%,24%[57.1 µM],-7%,11%[57.1 µM],0%
O=C(COC(=O)c1ccccc1Br)Nc1cc(S(=O)(=O)N2CCOCC2)ccc1N1CCCC1,8.1%,u,-23%,-16%,-10%,2%[57.1 µM],-18%,-4%[57.1 µM],-8%
COc1cccc(NC(=O)CN(C)C(C)C(=O)N2CCCC2)c1 (stereo not given),0.9%,-11%,-20%,u,4%,29%,-13%,8%,1%
CCCn1c(N)c(C(=O)CSc2n[nH]c(-c3ccc(C)cc3)n2)c(=O)[nH]c1=O,3.5%,-6%,-7%,-12%,3%,19%,-19%,8%,-3%
O=C(NC1CCCCC1)C(c1ccc2ncccc2c1)N(Cc1ccc2c(c1)OCO2)C(=O)c1cccs1 (stereo not given),1.9%,-17%,-9%,-33%,0%,22%,-10%,7%,-3%
C=CCC(NCc1ccccc1)c1ccc(C)o1 (stereo not given),x,-38%[11.4 µM],-15%,-22%&0%,6%,-6%,-2%,2%[57.1 µM],-1%
Cc1ccc(-c2ccc(CCC(=O)O)n2NC(=O)c2ccc([N+](=O)[O-])cc2)cc1,-0.8%,2%,-16%,-13%,-1%,-4%,12%,1%,-6%
CCOC(=O)c1c(NC(=O)COC(=O)c2nc(Cl)ccc2Cl)sc2c1CCC2,-0.5%,-10%,-14%,15%,4%,-11%,0%,-3%,0%
Cc1ccc(S(=O)(=O)N(CC(O)CN2C(=O)NC(C)(C)C2=O)c2cccc([N+](=O)[O-])c2)cc1 (stereo not given),-3.7%,3%,-20%,u,4%,18%[0.0914 µM],-5%,11%[0.0914 µM],-3%
CCOc1ccc(NC(=O)c2c(NC(=O)c3ccccc3F)sc3c2CCC3)cc1,4.5%,9%,-19%,-11%,0%,-7%,-1%,3%,0%
O=C(CCN1C(=O)c2cccc3cccc(c23)C1=O)N1CCN(c2ccccc2F)CC1,1.8%,8%,-15%,2%,11%,38%[activator],u,4%,-5%
CN(C)C(=O)C12CCC(C)(c3nc4ccccc4nc31)C2(C)C (stereo not given),0.3%,19%,-6%,-9%,4%,5%,0%,10%[57.1 µM],2%
COc1ccc(N(CC(=O)N2CCN(c3ccc(Cl)cc3)CC2)S(=O)(=O)c2c(C)n[nH]c2C)cc1,-0.7%,1%,-25%,u,u,20%,1%,7%,-9%
O=C(CCC1N=C2c3ccccc3N=C(SCC(=O)NCCc3ccccc3)N2C1=O)NCc1ccc(F)cc1 (stereo not given),5.2%,2%,-19%,u,-7%,16%[57.1 µM],-4%,4%[57.1 µM],-2%
O=C(O)/C=C/C(=O)Nc1ccc(Oc2ncnc3cc(Cl)ccc23)nc1,-3.1%,-10%,-15%,x,0%,56µM*,0%,4%,0%
NS(=O)(=O)c1ccc(CNC(=O)c2cc(-c3cccnc3)nc3ccc(Br)cc23)cc1,u,14%,-8%,u,-14%,7%,u,-7%,-17%
O=C(NCCCn1ccnc1)c1cc(C(=O)C2CCCCC2)c[nH]1,0.0%,17%,3%,0%,4%,14%[57.1 µM],-4%,4%[57.1 µM],1%
CCCc1c(NC(=O)Nc2ccc(Cl)cc2Cl)cnn1-c1ccccc1,0.1%,-2%,-19%,0%,0%,29%,4%,5%,-10%
Cc1ccc(S(=O)(=O)Cc2nc3ccccc3c(=O)[nH]2)cc1,-0.3%,-33%,-15%,0%,5%,13%[57.1 µM],2%,15%[57.1 µM],2%
NS(=O)(=O)c1cccc(NC(=O)COC(=O)/C=C/c2nc3ccccc3s2)c1,x,-9%,u,-8%,2%,-16%,-20%,3%,0%
Cc1ccc(S(=O)(=O)NN2C(=O)/C(=C/c3cccc(F)c3)SC2=S)cc1,0.0%,-42%,-27%,u,3%,2%,2%,-6%,0%
O=C(NNC(=O)c1ccccc1[N+](=O)[O-])Nc1ccc(Cl)cc1,0.0%,-4%,-5%,-1%,8%,-7%[57.1 µM],-9%,-6%[57.1 µM],0%
CC(C)(C)C(=O)NC(=S)Nc1sc2c(c1C#N)CCCCC2,0.3%,u,-15%,-14%,7%,-6%,0%,-6%,0%
O=C1CCC([N+](=O)[O-])C(c2ccc(-c3ccccc3)cc2)N1 (stereo not given),x,17%,-12%,u,0%,16%,15%,1%,2%
COc1ccccc1CN(C)C(=O)c1ccccc1Sc1ccccc1C#N,3.8%,-49%,-23%,-5%,12%,7%,0%,-9%,-6%
CC(=O)OC(Cn1nc(C)cc1C)c1ccccc1 (stereo not given),-1.7%,-45%,-15%,0%,7%,5%,x,0%,-3%
Cc1ccc(NC(=S)NC(NC(=O)c2ccccc2)C(Cl)(Cl)Cl)c(C)c1 (stereo not given),4.5%,u,-20%,u,6%,-14%,12%,-9%,-4%
CCCCNC(=O)C1c2cc(OC)c(OC)cc2C(=O)N(C)C1c1ccc(OC)cc1 (stereo not given),0.7%,-6%,1%,-16%,-2%,9%[57.1 µM],-6%,8%[57.1 µM],1%
Cc1c(C2=CCN(S(=O)(=O)c3ccc(Br)cc3)CC2)c2ccccc2n1CC(=O)N1CCCC1,13%,7%,4%,-17%,-7%,3%,5%,2%,3%
CC1CCN2c3cc(Cl)ccc3CC3(C(=O)OC(C)(C)OC3=O)C2C1 (stereo not given),x,12%,x,x,x,7%,x,-2%,1%
Cc1cc(SCC(=O)N2CCCC2=O)nc2ccccc12,x,-15%,-15%,-8%,7%,-19%,3%,-3%,-5%
CC1CCN(S(=O)(=O)c2ccc3c(c2)n(C)c(=O)n3C)CC1,2.2%,11%,-18%,0%,9%,12%,-4%,-1%,-1%
Cc1cc(C)c(C#N)c(Nc2cccc(C)c2C)n1,3.3%,7%,-25%,0%,-4%,24%,1%,7%,-8%
CCC1C(=O)N=C(SCC(=O)Nc2ccc(Br)cn2)NC1=O (stereo not given),-0.3%,u,-22%,-23%,0%,19%,-27%,2%,1%
Cc1ccc(-c2csc3ncnc(-n4cnc5ccccc54)c23)cc1,1.3%,-2%,1%,-19%,9%,-4%,-2%,-3%,u
c1ccc(Cn2cc(-c3cccnc3)cn2)cc1,1.7%,-9%,-20%,11%,-25%,19%[57.1 µM],8%,12%[57.1 µM],-6%

# Full records from above. Order of screens: RXFP1 agonist	RGS4 inhibitor	USP1 inh	12-LOX inh	IDH1 R132H inh	TrxR1 inh	Vif-APOBEC3F blk	TrxR1 substrate	Vif-APOBEC3G blk
# Record of Cc1ccc(S(=O)(=O)NN2C(=O)/C(=C/c3cccc(F)c3)SC2=S)cc1 : 0.0%	-42%	-27%	u	3%	2%	2%	-6%	0%
# Record of CC(=O)OC(Cn1nc(C)cc1C)c1ccccc1 (stereo not given) : -1.7%	-45%	-15%	0%	7%	5%	x	0%	-3%
# Record of CC1CCN2c3cc(Cl)ccc3CC3(C(=O)OC(C)(C)OC3=O)C2C1 (stereo not given) : x	12%	x	x	x	7%	x	-2%	1%
# Record of Cc1ccc(-c2csc3ncnc(-n4cnc5ccccc54)c23)cc1 : 1.3%	-2%	1%	-19%	9%	-4%	-2%	-3%	u

# Continuation.
SMILES,RXFP1 agonist,RGS4 inhibitor,USP1 inh,12-LOX inh,IDH1 R132H inh,TrxR1 inh,Vif-APOBEC3F blk,TrxR1 substrate,Vif-APOBEC3G blk
CC(CCc1ccccc1)NC(=O)CCNC(=O)Cn1ccc2ccccc2c1=O (stereo not given),5.4%,24%,-18%,-12%,6%,u,6%,-9%,-7%
CN(CC(=O)O/N=C(\N)c1ccccn1)S(=O)(=O)c1ccc(Br)cc1,0.1%,16%,4%,14%,0%,34%,1%,15%,1%
COc1ccc(NC(=O)c2cc(-c3ccc(C)cc3)on2)cc1OC,1.0%,-18%,2%,3%,-1%,-2%[57.1 µM],6%,9%[57.1 µM],6%
COc1ccc(S(=O)(=O)N2CCCCCC2)cc1C(=O)N(C)Cc1cccs1,-1.1%,10%,-9%,9%,-3%,4%[57.1 µM],2%,3%[57.1 µM],-3%
CCc1nc2ccccc2c(C(=O)OCC(=O)Nc2cccc(S(=O)(=O)NC3=NCCCCC3)c2)c1C,2.6%,-35%,-21%,-9%,-1%,17%,3%,0%,-7%
CC(=O)c1ccccc1OCC(O)Cn1ccnc1 (stereo not given),6.9%,-4%,-19%,1%,5%,4%,0%,-4%,2%

# Only part of the results is shown; rates above refer to the full screens.
